PriA SSB inh: inhibitors of Klebsiella pneumoniae PriA binding to SSB C-terminal tail. hit rate 0.6% among 430,000. inhibition, % at 33 µM. AID 1272365. AlphaScreen SSBct-PriA binding, biotinylated peptide; in the data active = inhibition mostly above about 37%, no sharp cut-off; inactive = mostly below about 20%;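 note: plate controls were negative control peptide for no effect and reference peptide for full effect; strong numbers were not always called active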
PfHsp40 yeast: rescue of PfHsp40-mediated yeast toxicity; growth rescue, % at 12.5 µM; S. cerevisiae expressing PfHsp40, growth rescue, ATP luminescence; hit rate 0.68% among 340,000; in the data active = growth rescue above about 28%, passing the limit was not always enough; inconclusive = no clear call, values can overlap the other calls;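 note: yeast W303a lacking pdr1 and pdr3 grown in galactose medium; growth measured after three days at 30 °C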
TcdB GH inh: TcdB glycohydrolase inhibition | P18177 | TcdB glycohydrolase enzymatic assay, plate reader | inhibition, % at 9.99 µM | hit rate 0.24% among 350,000 | AID 652162; in the data active = inhibition above about 10%
BH1578 lux ind: induces V. cholerae light production without autoinducers. hit rate 0.16% among 350,000. activation, % at 18.7 µM. V. cholerae BH1578 lux reporter, luminescence, 6 h; in the data active = activation mostly above about 9.7%, no sharp cut-off; inconclusive = no clear call, values can overlap the other calls; inactive = mostly below about 3.7%; note: not every result past the cut was called active; inactives centre near 0; reference of the scale not given here
BoNT A protease: inhibitors of Botulinum neurotoxin A light chain protease; multiplex microsphere protease substrate cleavage, flow cytometry; inhibition, % at 10 µM; hit rate 0.17% among 360,000; note: plate controls were buffer without enzyme for full effect and enzyme alone for no effect
PrPC surface inh: inhibitors of human cell surface prion protein PrPC; inhibition, % at 13.8 µM; hit rate 0.43% among 370,000; TR-FRET read-out; in the data active = inhibition above about 24%; note: 0% = median of the test wells and 100% = reference compound wells
Yp Topo-I inh: blocks Yersinia pestis topoisomerase I activity; Y. pestis Topo-I cleavage product accumulation, plate reader; activity, % at 10 µM; hit rate 0.064% among 360,000; in the data active = activity above about 50%, passing the limit was not always enough; inconclusive = no clear call, values can overlap the other calls; note: inactives centre near 2
Anthrax LF prot: anthrax lethal factor protease inhibition | P15917 | multiplex microsphere protease cleavage assay, LF | inhibition, % at 10 µM | hit rate 0.12% among 360,000 | AID 588501; note: plate controls were buffer without enzyme for full effect and enzyme alone for no effect
Target sequence (P15917 whole entry, looked up): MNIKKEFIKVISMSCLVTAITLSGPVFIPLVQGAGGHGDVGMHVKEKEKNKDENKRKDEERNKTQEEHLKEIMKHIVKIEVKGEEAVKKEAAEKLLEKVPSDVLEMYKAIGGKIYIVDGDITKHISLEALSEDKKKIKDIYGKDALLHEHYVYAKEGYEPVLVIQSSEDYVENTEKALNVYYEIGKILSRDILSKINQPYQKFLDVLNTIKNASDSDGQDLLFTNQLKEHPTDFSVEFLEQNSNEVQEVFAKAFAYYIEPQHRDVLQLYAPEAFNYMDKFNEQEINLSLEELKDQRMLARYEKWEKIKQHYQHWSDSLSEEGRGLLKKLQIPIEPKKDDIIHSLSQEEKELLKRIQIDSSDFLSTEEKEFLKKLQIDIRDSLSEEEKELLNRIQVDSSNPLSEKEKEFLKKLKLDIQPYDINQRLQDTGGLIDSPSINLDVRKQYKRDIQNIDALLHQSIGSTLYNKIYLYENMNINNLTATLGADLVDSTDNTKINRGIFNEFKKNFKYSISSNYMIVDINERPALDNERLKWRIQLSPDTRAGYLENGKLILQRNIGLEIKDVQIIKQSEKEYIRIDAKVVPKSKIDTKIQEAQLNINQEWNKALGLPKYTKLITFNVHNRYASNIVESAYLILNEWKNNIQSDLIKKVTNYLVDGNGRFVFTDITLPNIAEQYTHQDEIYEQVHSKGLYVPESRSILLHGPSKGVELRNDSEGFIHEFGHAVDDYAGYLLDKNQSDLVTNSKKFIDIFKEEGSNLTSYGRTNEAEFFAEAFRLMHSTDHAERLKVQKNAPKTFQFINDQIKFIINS
SARS 3CLpro inh: SARS-CoV 3CLpro protease inhibition; hit rate 0.14% among 290,000; inhibition, % at 6 µM; recombinant SARS-CoV 3CLpro, quenched FRET peptide cleavage; in the data active = inhibition above about 12%
An asterisk follows results filed as active; i = inactive; ? = inconclusive; · = not tested or not shown; & = joins results of further samples. Cut-off read from the data, not from the text of the source, unless noted: active = inhibition above about 30%; inconclusive = no clear call, values can overlap the other calls; inactive = below that. The list is partial; the hit share may differ from the screen's.

Every second line gives: SARS 3CLpro inh	PriA SSB inh	BoNT A protease	PfHsp40 yeast	Yp Topo-I inh	PrPC surface inh	Anthrax LF prot	TcdB GH inh	BH1578 lux ind
- CC1Cc2cc(/C(O)=C3/C(=O)C(=O)N(CCN4CCOCC4)C3c3cccc(Cl)c3)ccc2O1 (stereo not given)
→ 3	·	0.1	0.7	1	4	0	·	i
- Cc1cc(C)c2c(n1)nn1c(-n3ccnc3)cc(C)nc21
→ 0	-10	-0.3	-1.3	8	2	3	·	-3.4
- COc1cccc(CN(C(=O)c2cnccn2)C(C(=O)NC2CCCCC2)c2cc(OC)c(OC)c(OC)c2)c1 (stereo not given)
→ -4	-10	2.2	-0.6	3	2	-2	0.9	0.9
- Cc1nn(CC(=O)Nc2ccc3c(c2)nc2n3CCN(C3CCCCC3)C2)c(=O)c2ccccc12
→ 1	4	2.0	0.1	15	-8	-17	2.4	-0.1
- COc1ccc(N2Cc3ccccc3/C2=N\C(=O)Nc2ccccc2)cc1
→ 6	·	-0.5	1.5	-4	5	-3	-1.2	i
- CCCn1nc(C(=O)Nc2ccc3c(c2)OCCO3)c2ccccc2c1=O
→ ·	-12	-4.5	-1.0	9	-10	-3	-1.6	-1.2
- CCCC(C)NC(=O)COc1ccc(Sc2ccc(OCC(=O)NC(C)CCC)cc2)cc1 (stereo not given)
→ 2	-3	3.8	3.0	?	-3	4	·	0.0
- Cn1c(CSCc2ccccc2)nnc1SCC(=O)Nc1ccc(C(=O)O)cc1
→ 1	3	-1.8	0.7	3	-4	0	2.6	-0.6
- Cc1csc(Nc2ccc(Cl)cc2)[n+]1-c1ccc(Cl)cc1
→ 1	-15	-2.0	7.0	-7	3	-8	0.0	i
- Nc1nnnn1N=C1CCCCC1
→ 4	-7	-0.5	-0.4	-7	3	-1	·	2.1

Full records, looked up by structure:
COc1cccc(CN(C(=O)c2cnccn2)C(C(=O)NC2CCCCC2)c2cc(OC)c(OC)c(OC)c2)c1 (stereo not given) reads SARS 3CLpro inh = -4; PriA SSB inh = -10; BoNT A protease = 2.2; PfHsp40 yeast = -0.6; Yp Topo-I inh = 3; PrPC surface inh = 2; Anthrax LF prot = -2; TcdB GH inh = 0.9; BH1578 lux ind = 0.9
Cc1nn(CC(=O)Nc2ccc3c(c2)nc2n3CCN(C3CCCCC3)C2)c(=O)c2ccccc12 reads SARS 3CLpro inh = 1; PriA SSB inh = 4; BoNT A protease = 2.0; PfHsp40 yeast = 0.1; Yp Topo-I inh = 15; PrPC surface inh = -8; Anthrax LF prot = -17; TcdB GH inh = 2.4; BH1578 lux ind = -0.1
Cc1csc(Nc2ccc(Cl)cc2)[n+]1-c1ccc(Cl)cc1 reads SARS 3CLpro inh = 1; PriA SSB inh = -15; BoNT A protease = -2.0; PfHsp40 yeast = 7.0; Yp Topo-I inh = -7; PrPC surface inh = 3; Anthrax LF prot = -8; TcdB GH inh = 0.0; BH1578 lux ind = i

The results go on.
Every second line gives: SARS 3CLpro inh	PriA SSB inh	BoNT A protease	PfHsp40 yeast	Yp Topo-I inh	PrPC surface inh	Anthrax LF prot	TcdB GH inh	BH1578 lux ind
- O=C(CN1CCCCC1)Nc1ccccc1Cl
→ 2	2	-0.5	0.3	4	-1	-4	-1.1	0.9
- COc1ccc(-c2ocnc2C(=O)Nc2ccccc2N2CCCCC2)cc1
→ 4	-7	-0.5	-0.4	1	-3	0	·	i
- Cc1ccccc1C(=O)NCC(=O)N1CCN(C/C=C/c2ccccc2)CC1
→ ·	-5	-0.9	1.6	-3	-3	-6	0.8	2.1
- CC(=O)Nc1ccc(S(=O)(=O)N2C(C)CCCC2C)cc1 (stereo not given)
→ 5	1	-0.2	-1.3	1	1	2	-0.8	i
- COc1ccc(N2C(=O)CC(N(CCc3ccccc3)C(=O)c3ccccc3)C2=O)cc1 (stereo not given)
→ -2	-19	-1.0	-1.1	24	4	-5	2.1	-0.5
- Cc1ccc(NC(=O)C(=O)N2CCCC2)cc1Cl
→ 2	-21	-0.6	0.0	-4	1	1	1.7	-0.8
- COc1ccc(/C=N/Nc2nncn2N)cc1Br
→ 1	·	0.9	-0.1	-3	6	-4	0.2	-0.4
- Cc1cccc(Oc2coc3cc(OC(=O)c4cncc(Br)c4)ccc3c2=O)c1
→ 2	-23	0.2	-1.3&-0.3	-10	6	-2	-0.2	-0.3
- Cc1nc(Cl)c2c(n1)NC(=O)CO2
→ 0	-8	-0.2	·	-4	10	-8	0.3	-0.8
- CN(C(=O)c1ccc(Br)o1)C1CCCCC1
→ 2	-7	-1.5	-1.0	-3	3	0	-0.2	-0.7
- CC(=O)Nc1ccc(C(=O)N2CCN(C(=O)c3ccco3)CC2)cc1
→ -3	-17	0.2	-0.3	2	-4	-3	1.6	-0.3
- Nc1nc(SCC(=O)OCc2ccccc2)[nH]c(=O)c1NC(=O)c1ccco1
→ 3	-12	-0.4	2.0	-1	-3	1	0.3	-0.2
- CCCCOCCCNC(=O)C[C@@H]1C[C@@]2(C(=O)OCC)CCCC=C2N(Cc2cccc3ccccc23)C1=O
→ ·	·	-0.5	·	·	3	-3	0.8	·
- O=C(O)c1ccccc1-n1c(-c2ccccc2)cc2c1CCCC2=O
→ 3	11	0.2	-2.1	0	8	0	3.3	-0.3
- N#Cc1c(-c2ccccc2F)cc(-c2cccnc2)nc1N
→ 1	-15	0.4	-0.3	-5	-3	2	-0.2	i
- CC1=CC(C)(C)NC(=S)N1C(C)c1ccccc1 (stereo not given)
→ 2	7	0.4	-1.2	-3	-4	-2	5.0	i
- Cc1ccc(NC(=O)c2ncn(CCCNCc3ccccn3)n2)cc1C
→ ·	-7	-0.8	-0.8	-2	-2	-8	1.1	i
- CCS(=O)(=O)N1CCN(C(=O)C(c2ccccc2)c2ccccc2)CC1
→ 5	-6	0.7	-1.0	2	3	4	·	0.1
- COc1cccc(C2CC(c3ccccc3Cl)n3ncnc3N2)c1 (stereo not given)
→ -1	-5	-0.2	0.3	11	-4	4	·	-0.5
- Cc1nc2scc(-c3cccs3)c2c(=O)n1CC(=O)O
→ 4	-21	-0.2	0.0	1	-6	-2	·	-0.3
- CCOC(=O)/C(C#N)=C\c1ccco1
→ 4	-15	-0.5	-1.1	0	-1	10	·	i
- CCN1C(=O)[C@H]2[C@@H](c3ccc(C(F)(F)F)cc3)N[C@]3(CCCN(Cc4ccc(OC)cc4)C3=O)[C@H]2C1=O
→ ·	·	-0.5	·	14	4	-4	-1.1	i
- CC(=O)OCC(=O)[C@@]1(O)CC[C@H]2[C@@H]3CCC4=CC(=O)CC[C@]4(C)[C@H]3C(=O)C[C@@]21C
→ ·	1	0.0	21	1	5	4	1.1	-2.8
- CCn1c(SCC(=O)Nc2ncc(C(F)(F)F)cc2Cl)nnc1-c1ccccc1
→ 5	3	0.2	0.1	-6	-5	-1	1.1	-0.4
- Cc1nn(C(C)C(=O)Nc2ccccc2Cl)c(=O)c2nn(-c3ccccc3)c(C)c12 (stereo not given)
→ 3	-6	0.1	0.0	30	5	0	1.2	-0.2
- C=CCn1c(O)c(C(C)=NCCN2CCCCC2)c(=O)[nH]c1=O
→ 2	-18	-0.7	-0.6	0	-2	4	·	-0.3
- O=C(Nc1ccc(Cl)cc1)C1=Cc2cc(Cl)ccc2OC1
→ 2	-1	0.2	-1.5	-10	0	-1	·	0.1
- C=C(C)CSc1nnc(CCNC(=O)OC(C)(C)C)o1
→ -2	-10	-0.9	0.8	-3	·	0	0.4	-0.4
- O=[N+]([O-])c1cccc(C2(O)COc3ccccc3O2)c1 (stereo not given)
→ -1	-8	-0.9	0.6	-1	-12	5	1.0	-6.2
- COc1ccc([N+](=O)[O-])cc1NS(=O)(=O)c1ccc(C)cc1
→ -2	3	-3.5	0.0	3	-10	-26	0.3	i
- Cc1ccc(Cn2nnnc2CN2CCC(n3nnc4cc(C)ccc43)CC2)cc1
→ 5	-14	-0.2	3.5	3	-1	-7	·	-0.3
- COCCNC(=O)c1cc(-c2ccncc2)nc2ccc(S(=O)(=O)N3CCOCC3)cc12
→ 4	-2	-0.3	0.5	10	-14	-7	-0.2	-0.4
- O=C(Nc1ccc(S(=O)(=O)Nc2ccnn2-c2ccccc2)cc1)C(F)(F)F
→ 4	6	0.1	0.0	-5	-1	6	-3.1	i
- CSCCC(C(=O)Nc1c(C)cccc1C)N(C)CCc1ccccc1 (stereo not given)
→ ·	·	-0.8	·	·	3	-2	0.2	·
- O=C(Cc1cccs1)Nc1nnc(SCc2ccc(C(F)(F)F)cc2)s1
→ 0	4	0.0	-0.4	5	4	-1	0.6	-1.0
- CCOC(=O)CN1NC2(CCCC(C)C2)NC1=S (stereo not given)
→ -3	2	-0.3	-0.3	0	-9	4	·	-3.3
- CC(=O)[C@@H]1[C@@H]2C(=O)N(Cc3ccccc3)C(=O)[C@@H]2C2c3ccccc3C=CN21 (stereo not given in full)
→ -1	7	7.3	0.3	15	-3	6	-1.0	i
- COCC(C)NC(=O)c1nn(Cc2ccccc2)c(=O)c2ccccc12 (stereo not given)
→ 2	-2	4.5	-0.6	-1	3	1	3.2	-1.7
- Oc1ccccc1C1=NN(c2ccccc2)C(c2ccc(F)cc2)C1 (stereo not given)
→ 0	-38	1.0	-1.2	-11	-3	3	-0.9	i
- Cc1cccc(NC(=O)CCc2c(C)nc3ncnn3c2C)n1
→ 0	-15	0.5	-0.4	4	0	-8	·	-2.5
- O=C(CCSc1ccccc1)NC(=O)COC(=O)c1ccc(OC(F)F)cc1
→ 2	-2	-0.5	2.6	4	-2	-2	1.0	·
- O=C(c1nc2ccc(Cl)cn2c1CN1CCC(O)CC1)N1CCc2ccccc2C1
→ 0	-16	·	0.1	1	7	·	-0.2	i
- Cc1ccc(S(=O)(=O)NCCS(=O)(=O)N2CCN(c3ccccc3)CC2)cc1
→ 5	-1	-0.3	-0.2	-3	1	-1	1.0	-0.3
- CCN1CCN(CCC2Oc3cc([N+](=O)[O-])ccc3NC2=O)CC1 (stereo not given)
→ -4	6	-0.5	-0.6	-4	-18	3	1.4	-3.0
- Cc1ccc(NC(=O)CC(NCC2CCCO2)C(=O)O)cc1C (stereo not given)
→ -1	-9	-0.4	-1.1	0	-1	-1	1.2	-0.8
- COC(=O)c1sc(N)c(C(=O)OC)c1COC(=O)CNS(=O)(=O)c1cccc(C#N)c1
→ -6	1	1.4	-0.2	0	7	0	·	-0.5
- C=CCNc1nnc(SC2CC(=O)N(c3ccc(OCCC)cc3)C2=O)s1 (stereo not given)
→ 1	-20	-0.7	19	8	-6	4	·	-0.1
- CCC(=O)Nc1cc(OC)c(NC(=O)c2ccccc2)cc1OC
→ 2	6	16	-0.7	-5	7	12	·	i
- CCCn1nc(C(=O)Nc2nnc(C3CC3)s2)c2ccccc2c1=O
→ ·	2	3.2	2.0	5	5	8	-0.2	-1.3
- Cn1c(SCC(=O)N2c3ccccc3Sc3ccccc32)nc2ccccc21
→ -1	-5	-0.1	3.0	30	12	0	1.9	-0.3

Rewritten bar-delimited: part of the list above
Compound | SARS 3CLpro inh | PriA SSB inh | BoNT A protease | PfHsp40 yeast | Yp Topo-I inh | PrPC surface inh | Anthrax LF prot | TcdB GH inh | BH1578 lux ind
CCN1CCN(CCC2Oc3cc([N+](=O)[O-])ccc3NC2=O)CC1 (stereo not given) | -4 | 6 | -0.5 | -0.6 | -4 | -18 | 3 | 1.4 | -3.0
O=C(c1nc2ccc(Cl)cn2c1CN1CCC(O)CC1)N1CCc2ccccc2C1 | 0 | -16 | · | 0.1 | 1 | 7 | · | -0.2 | i
Cn1c(SCC(=O)N2c3ccccc3Sc3ccccc32)nc2ccccc21 | -1 | -5 | -0.1 | 3.0 | 30 | 12 | 0 | 1.9 | -0.3
CCC(=O)Nc1cc(OC)c(NC(=O)c2ccccc2)cc1OC | 2 | 6 | 16 | -0.7 | -5 | 7 | 12 | · | i
C=CCNc1nnc(SC2CC(=O)N(c3ccc(OCCC)cc3)C2=O)s1 (stereo not given) | 1 | -20 | -0.7 | 19 | 8 | -6 | 4 | · | -0.1

Screening data (PubChem)
